High-throughput results (PubChem)
TPT1 inhibitor = Candida albicans TPT1 enzyme inhibitors, primary screen, biochemical, fluorescence polarization. inhibition, % at 5 µM. AID 1962, 2009. actives 0.81% (n = 300,000). recombinant caTPT1, FP RNA substrate dephosphorylation. tRNA 2'-phosphotransferase TPT1 (Candida albicans SC5314);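 active = inhibition above the mean of all tested compounds plus 3 SD, set per screening campaign, cut at about 24% in these data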;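 note: plate controls were DMSO alone for no effect and ferristatin control at 100 nM for full effect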
Fh CTSL1 inh = Fasciola hepatica cathepsin L1 inhibitors, primary screen, counter-screen for PFM18AAP inhibitor project, biochemical, QFRET, fluorogenic peptide substrate; actives 0.49% (n = 300,000); inhibition, % at 5.96 µM; recombinant F. hepatica cathepsin L1, Z-Leu-Arg-MCA fluorescence;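 active = inhibition above the mean of all tested compounds plus 3 SD, set per screening campaign, cut at about 17% in these data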;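 note: 0% = plate median of test compound wells and 100% = 1 µM Z-Phe-Ala-diazomethylketone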
Efflux pump mplx = inhibitors of Candida efflux pumps in yeast, primary screen, S. cerevisiae, Nile Red, multiplex. S. cerevisiae Candida pump triplex. inhibition, % at 10 µM. actives 0.44% (n = 330,000). AID 485275, 2010;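 active = plate passing quality check with inhibition over a set limit, or well fluorescence over plate mean plus 4 SD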;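 note: Nile Red retained in pooled yeast measured as flow cytometry median fluorescence; 0% = buffer negative control and 100% = Enniatin B positive control; higher means more Nile Red kept so more efflux inhibition; some compounds called inactive have numbers as strong as hits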
PP1 counter = PP1-alpha phosphatase inhibitors, primary screen, counter-screen for PP5 inhibitor project, biochemical, fluorescence, OMFP substrate, single point; actives 0.9% (n = 320,000); AID 2235, 2010; purified PP1alpha; inhibition, % at 6.7 µM; Serine/threonine-protein phosphatase PP1-alpha catalytic subunit (Homo sapiens), P62136;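 active = inhibition above the mean inhibition of all tested compounds plus 3 SD, computed separately for each screening campaign, cut at about 15% in these data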
Target sequence (P62136 whole entry, looked up): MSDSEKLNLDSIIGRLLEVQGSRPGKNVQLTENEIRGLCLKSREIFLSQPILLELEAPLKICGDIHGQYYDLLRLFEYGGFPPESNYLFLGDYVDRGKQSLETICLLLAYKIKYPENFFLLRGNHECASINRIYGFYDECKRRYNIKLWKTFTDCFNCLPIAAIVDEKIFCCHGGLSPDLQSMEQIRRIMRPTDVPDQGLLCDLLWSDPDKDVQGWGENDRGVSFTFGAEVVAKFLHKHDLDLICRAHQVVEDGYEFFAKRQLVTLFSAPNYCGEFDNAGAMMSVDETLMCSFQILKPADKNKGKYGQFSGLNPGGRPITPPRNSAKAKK
PP5 primary = PP5 phosphatase inhibitors, primary screen, biochemical, fluorescence; Serine/threonine-protein phosphatase 5 (Homo sapiens), P53041; purified PP5c, OMFP substrate fluorescence; inhibition, % at 6.7 µM; actives 0.18% (n = 320,000); AID 1987, 2009;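 active = inhibition above the campaign's mean inhibition across all tested compounds plus 3 SD, cut at about 9.5% in these data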;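 note: 0% = DMSO only and 100% = 100 µM cantharidin control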
PREPL inh = PREPL enzyme inhibitors, primary screen, biochemical, fluorescence polarization; Prolyl endopeptidase-like (Homo sapiens), Q4J6C6; recombinant PREPL, fluorescence polarization activity-based probe; inhibition, % at 5.96 µM; actives 0.68% (n = 320,000); in the data active = inhibition above about 43%;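 note: 0% = enzyme with DMSO and 100% = wells lacking enzyme; many of its hits are not listed in these tables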
Target sequence (Q4J6C6 whole entry, looked up): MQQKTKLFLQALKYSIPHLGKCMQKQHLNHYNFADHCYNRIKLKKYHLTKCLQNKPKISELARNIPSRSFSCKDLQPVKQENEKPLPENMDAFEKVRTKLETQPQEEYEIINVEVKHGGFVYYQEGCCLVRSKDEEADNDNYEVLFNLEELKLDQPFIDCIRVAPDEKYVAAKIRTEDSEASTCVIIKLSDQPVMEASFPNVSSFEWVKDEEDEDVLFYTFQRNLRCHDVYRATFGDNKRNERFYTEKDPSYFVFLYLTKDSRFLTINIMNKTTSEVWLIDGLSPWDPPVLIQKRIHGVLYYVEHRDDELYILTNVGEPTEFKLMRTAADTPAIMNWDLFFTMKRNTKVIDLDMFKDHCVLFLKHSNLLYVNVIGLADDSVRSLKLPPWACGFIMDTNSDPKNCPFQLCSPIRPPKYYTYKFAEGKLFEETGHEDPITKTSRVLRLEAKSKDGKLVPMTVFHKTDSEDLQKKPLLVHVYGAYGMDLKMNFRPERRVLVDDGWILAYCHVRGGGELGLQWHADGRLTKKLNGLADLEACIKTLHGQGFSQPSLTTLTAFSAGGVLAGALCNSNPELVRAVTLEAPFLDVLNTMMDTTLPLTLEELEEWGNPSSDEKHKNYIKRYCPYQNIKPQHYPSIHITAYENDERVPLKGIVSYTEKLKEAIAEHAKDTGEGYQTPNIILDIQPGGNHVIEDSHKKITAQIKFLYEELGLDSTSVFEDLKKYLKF
LYPLA2 inh = LYPLA2 inhibitors, primary screen, counter-screen for PME1 inhibitor project, biochemical, fluorescence polarization, FP-Rh probe ABPP; Acyl-protein thioesterase 2 (Homo sapiens), O95372; inhibition, % at 5.9 µM; recombinant LYPLA2; actives 0.38% (n = 320,000);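 active = inhibition above the screen-wide mean plus 3 SD, limit set per campaign, cut at about 26% in these data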;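 note: 0% = LYPLA2 with DMSO and 100% = wells lacking LYPLA2 enzyme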
GASC-1 inh = inhibitors of GASC-1 histone demethylase, primary screen, biochemical, fluorescence, DELFIA europium | GST-JMJD2C(1-420) H3K9me3 demethylation | inhibition, % at 2.35 µM | actives 0.069% (n = 330,000);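 active = more than half of a compound's replicate wells show inhibition beyond 50%, single wells judged on their own value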;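 note: signal counts dimethyl H3K9 product captured on neutravidin plate; 0% = median of DMSO wells and 100% = 0.3 times that DMSO median; strong numbers were not always called active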
core dimer inh = inhibitors of HCV core protein dimerization, primary screen, biochemical, TR-FRET, high-throughput; TR-FRET GST/Flag-core106 dimerization, 1536-well; inhibition, % at 5 µM; actives 0.33% (n = 300,000); AID 1899, 2009;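 active = inhibition above the mean of all tested compounds plus 3 SD, set per screening campaign, cut at about 45% in these data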
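assay system = GST-tagged and Flag-tagged HCV core protein residues 1-106 | controls = unlabelled core106 and no-GST-core106 wells | incubation = compound-protein-antibody incubation 4 h at 22.5 °C | probe or stimulus = Eu donor and XL665 acceptor anti-tag antibodies | read-out = % inhibition based on acceptor/donor emission ratio | signal = TR-FRET 671 and 617 nm emission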
Numbers without * were called inactive; & = joins results of further samples. An excerpt (hit frequency here may not be typical).

For O=C(CC1C(=O)NCCN1Cc1c(F)cccc1Cl)NCc1ccccc1 (configuration not stated) the results were TPT1 inhibitor -3, Fh CTSL1 inh -1, Efflux pump mplx -0.1, PP1 counter 1, PP5 primary 0.3, PREPL inh 20, LYPLA2 inh 4, GASC-1 inh -2 and core dimer inh -7.
For Cc1ccccc1NC(=S)NC(NC(=O)c1ccco1)C(Cl)(Cl)Cl (configuration not stated) the results were TPT1 inhibitor -2, Fh CTSL1 inh -2, Efflux pump mplx 0.1, PP1 counter -2, PP5 primary 3.4, PREPL inh -2, LYPLA2 inh 3, GASC-1 inh -2 and core dimer inh -2.
`CCOC(=O)c1cccc(NC(=O)CN2CCN(c3ccc(OC)cc3)CC2)c1` gave TPT1 inhibitor 0, Fh CTSL1 inh -1, Efflux pump mplx 0.1, PP1 counter -2, PP5 primary 3.8, PREPL inh -4, LYPLA2 inh 8, GASC-1 inh 0 and core dimer inh 5.
Cc1ccc(CSCc2ccc(C(=O)NCCCN3CCOCC3)o2)cc1 was read as TPT1 inhibitor 3, Fh CTSL1 inh 4, Efflux pump mplx -0.1, PP1 counter -2, PP5 primary 0.6, PREPL inh 4, LYPLA2 inh 6, GASC-1 inh 23 and core dimer inh 2.
For CC(C)CCC(CCNCc1ccccn1)c1ccc(Cl)cc1 (configuration not stated) the results were TPT1 inhibitor -2, Fh CTSL1 inh 0, Efflux pump mplx 0.4, PP1 counter 6, PP5 primary 2.6, PREPL inh 25, LYPLA2 inh -12, GASC-1 inh 11 and core dimer inh -9.
Screening Cc1cc(N2CCCCC2)nc(SCC(=O)c2ccccc2)n1 returned TPT1 inhibitor -2, Fh CTSL1 inh 2, Efflux pump mplx 0.2, PP1 counter -2, PP5 primary 4.1, PREPL inh 20, LYPLA2 inh 3, GASC-1 inh -1 and core dimer inh 11.
Screening O=C(CCOc1ccccc1)Nc1ccnn1C1CCN(CCc2ccccc2)CC1 returned TPT1 inhibitor 1, Fh CTSL1 inh 3, Efflux pump mplx 0.1, PP1 counter 0, PP5 primary -0.2, PREPL inh 10, LYPLA2 inh 6, GASC-1 inh -36 and core dimer inh -2.
For COC(=O)c1ccc(N2CCN(CC(=O)c3ccc(C)cc3)CC2)c([N+](=O)[O-])c1 the results were TPT1 inhibitor 2, Fh CTSL1 inh 1, Efflux pump mplx 0.0, PP1 counter -4, PP5 primary -2.2, PREPL inh 11, LYPLA2 inh 11, GASC-1 inh 5 and core dimer inh 1.
Screening COc1cccc(-n2c(SCc3c(C)noc3C)nnc2-c2cccc(S(=O)(=O)N(C)C)c2)c1 returned TPT1 inhibitor -4, Fh CTSL1 inh -3, Efflux pump mplx -0.1, PP1 counter 1, PP5 primary 0.5, PREPL inh 2, LYPLA2 inh -1, GASC-1 inh 10&-1 and core dimer inh -1.
O=C(CC(CC(=O)c1ccccc1)c1ccccc1)c1ccccc1 was read as TPT1 inhibitor 0, Fh CTSL1 inh 3, Efflux pump mplx 0.0, PP1 counter 2, PP5 primary 0.1, PREPL inh 9, LYPLA2 inh -4, GASC-1 inh -5 and core dimer inh -8.
For CCOc1ccc(N2CC(NC(=O)c3cccc4ccccc34)CC2=O)cc1 (configuration not stated) the results were TPT1 inhibitor -6, Fh CTSL1 inh 0, Efflux pump mplx 0.0, PP1 counter -3, PP5 primary -0.1, PREPL inh -1, LYPLA2 inh 1, GASC-1 inh 39 and core dimer inh 3.
Screening CCCC(=O)C1CCN(Cc2ccccc2)CC1 returned TPT1 inhibitor -3, Fh CTSL1 inh 0, Efflux pump mplx -0.2, PP1 counter -2, PP5 primary -1.0, PREPL inh -6, LYPLA2 inh 8, GASC-1 inh -22 and core dimer inh 1.

Reprinted at random: two records from the list
Screening COc1cccc(-n2c(SCc3c(C)noc3C)nnc2-c2cccc(S(=O)(=O)N(C)C)c2)c1 returned TPT1 inhibitor -4, Fh CTSL1 inh -3, Efflux pump mplx -0.1, PP1 counter 1, PP5 primary 0.5, PREPL inh 2, LYPLA2 inh -1, GASC-1 inh 10&-1 and core dimer inh -1.
Screening CCCC(=O)C1CCN(Cc2ccccc2)CC1 returned TPT1 inhibitor -3, Fh CTSL1 inh 0, Efflux pump mplx -0.2, PP1 counter -2, PP5 primary -1.0, PREPL inh -6, LYPLA2 inh 8, GASC-1 inh -22 and core dimer inh 1.

(cont.)
NC(=O)NC(=O)C(c1ccccc1)N1CCN(S(=O)(=O)c2ccc(Br)s2)CC1 (configuration not stated) was read as Efflux pump mplx 0.0, PP1 counter 2, PP5 primary 6.2, PREPL inh 31, LYPLA2 inh 1 and GASC-1 inh -7.
`CCOc1ccc(N2C(=O)/C(=C/c3cccs3)N(C)C2=S)cc1` gave TPT1 inhibitor 2, Fh CTSL1 inh 2, Efflux pump mplx -0.1, PP1 counter -3, PP5 primary -3.1, PREPL inh 3, LYPLA2 inh -2, GASC-1 inh 11 and core dimer inh -3.
Screening Oc1cccc(/C=N/c2c(-c3ccco3)nc3ccccn23)c1 returned TPT1 inhibitor -5, Fh CTSL1 inh 2, Efflux pump mplx -0.2, PP1 counter 3, PP5 primary -0.3, PREPL inh 17, LYPLA2 inh 7, GASC-1 inh 2 and core dimer inh -55.
CN1[C@@H]2CC[C@H]1CC(OC(=O)C(CO)c1ccccc1)C2 (some centres not stated) was read as TPT1 inhibitor -1, Fh CTSL1 inh 1, Efflux pump mplx -0.1, PP1 counter -1, PP5 primary 1.6, PREPL inh 3, LYPLA2 inh -3, GASC-1 inh -2 and core dimer inh -13.
CCn1cc(CN2CCc3c([nH]c4ccccc34)C2c2cccc(OC)c2OC)c(C)n1 (configuration not stated) was read as TPT1 inhibitor -1, Fh CTSL1 inh 0, Efflux pump mplx 0.0, PP1 counter -1, PP5 primary 2.4, PREPL inh 1, LYPLA2 inh 2, GASC-1 inh 1 and core dimer inh 0.
Screening NS(=O)(=O)c1ccc(NC(=O)c2cccc(Cl)c2)cc1 returned TPT1 inhibitor -3, Fh CTSL1 inh -3, Efflux pump mplx 0.0, PP1 counter -2, PP5 primary 0.5, PREPL inh -8, LYPLA2 inh -1, GASC-1 inh 3 and core dimer inh -1.
Screening Cc1nc2ccccc2c(=O)n1/N=C/c1ccco1 returned TPT1 inhibitor 0, Fh CTSL1 inh -3, Efflux pump mplx -0.1, PP1 counter 5, PP5 primary 0.8, PREPL inh 5, LYPLA2 inh 4, GASC-1 inh 5 and core dimer inh 2.
For CNC(=O)c1cc2cccc(OC)c2oc1=O the results were TPT1 inhibitor -2, Fh CTSL1 inh 2, Efflux pump mplx -0.1, PP1 counter -3, PP5 primary -0.5, PREPL inh -5, LYPLA2 inh 2, GASC-1 inh 24 and core dimer inh 0.
CC(OC(=O)CN1C(=O)c2ccccc2C1=O)C(=O)NC1(C#N)CCCCC1 (configuration not stated) was read as Efflux pump mplx -0.1, PP1 counter 1, PP5 primary 1.4, PREPL inh 18, LYPLA2 inh 1 and GASC-1 inh 7.
`COc1cccc(N(Cc2nnc3n2CCCCC3)C(=O)Nc2ccccc2F)c1` gave TPT1 inhibitor 3, Fh CTSL1 inh -4, Efflux pump mplx 0.1, PP1 counter -6, PP5 primary 1.8, PREPL inh 5, LYPLA2 inh -6, GASC-1 inh -4 and core dimer inh -2.
For Cc1cccc(-n2c(SCC(N)=O)nnc2-c2ccccn2)c1C the results were TPT1 inhibitor -3, Fh CTSL1 inh -3, Efflux pump mplx 0.0, PP1 counter 4, PP5 primary 2.2, PREPL inh 5, LYPLA2 inh 7, GASC-1 inh 33 and core dimer inh -6.
`CC1(C)C(=O)OC(c2cccn2-c2cccc([N+](=O)[O-])c2)C2(CCCCC2)C1=O` (configuration not stated) gave TPT1 inhibitor -3, Fh CTSL1 inh -2, Efflux pump mplx -0.2, PP1 counter -8, PP5 primary 0.1, PREPL inh 0, LYPLA2 inh 0, GASC-1 inh -9 and core dimer inh 10.
Cc1cc(N2C(=O)C3C4C=CC(C4)C3C2=O)no1 (configuration not stated) was read as TPT1 inhibitor 1, Fh CTSL1 inh -2, Efflux pump mplx -0.1, PP1 counter 0, PP5 primary 1.9, PREPL inh -1, LYPLA2 inh -8, GASC-1 inh 1 and core dimer inh 3.
CC(=O)CCCCn1cnc2c1c(=O)n(C)c(=O)n2C was read as TPT1 inhibitor 0, Fh CTSL1 inh -3, Efflux pump mplx 0.0, PP1 counter 0, PP5 primary 0.5, PREPL inh -6, LYPLA2 inh 1, GASC-1 inh 11 and core dimer inh 3.
`COc1cc(S(=O)(=O)NC2CCCC2)c(OC)cc1C` gave TPT1 inhibitor -1, Fh CTSL1 inh -7, Efflux pump mplx 0.0, PP1 counter -4, PP5 primary 1.2, PREPL inh 2, LYPLA2 inh 1, GASC-1 inh 2 and core dimer inh -18.
COc1cccc(CN2CCC(Oc3ccc(C(=O)N4CCCCC4)cc3)CC2)c1 was read as TPT1 inhibitor -3, Fh CTSL1 inh 2, Efflux pump mplx -0.2, PP1 counter 0, PP5 primary 3.0, PREPL inh 15, LYPLA2 inh 2, GASC-1 inh 19 and core dimer inh 14.
Screening COc1ccc(C(=O)Nc2nccs2)cc1 returned TPT1 inhibitor 0, Fh CTSL1 inh 2, Efflux pump mplx 0.0, PP1 counter -4, PP5 primary -0.7, PREPL inh -17, LYPLA2 inh -2, GASC-1 inh -2 and core dimer inh 3.
`CCC(C)(C(=O)NC1CCCC1)N(CC1CCCO1)C(=O)CNC(=O)c1ccccc1` (configuration not stated) gave TPT1 inhibitor 2, Fh CTSL1 inh -4, Efflux pump mplx 0.0, PP1 counter 3, PP5 primary 1.6, PREPL inh 7, LYPLA2 inh -7, GASC-1 inh -1 and core dimer inh 0.
For CC(CC(=O)Nc1ccc(S(=O)(=O)Nc2ncccn2)cc1)c1ccccc1 (configuration not stated) the results were TPT1 inhibitor -3, Fh CTSL1 inh 0, Efflux pump mplx 0.1, PP1 counter 2, PP5 primary -1.8, PREPL inh -7, LYPLA2 inh 9, GASC-1 inh 8 and core dimer inh 1.
Screening Cc1ccc(C(=O)NC(=S)NNS(=O)(=O)c2ccccc2)cc1 returned TPT1 inhibitor -2, Fh CTSL1 inh -1, Efflux pump mplx 0.0, PP1 counter 1, PP5 primary 2.5, PREPL inh 5, LYPLA2 inh 3, GASC-1 inh 3 and core dimer inh -1.

Gathered by group, those above containing a thiophene ring, fused or not (2)
NC(=O)NC(=O)C(c1ccccc1)N1CCN(S(=O)(=O)c2ccc(Br)s2)CC1 (configuration not stated) was read as Efflux pump mplx 0.0, PP1 counter 2, PP5 primary 6.2, PREPL inh 31, LYPLA2 inh 1 and GASC-1 inh -7.
`CCOc1ccc(N2C(=O)/C(=C/c3cccs3)N(C)C2=S)cc1` gave TPT1 inhibitor 2, Fh CTSL1 inh 2, Efflux pump mplx -0.1, PP1 counter -3, PP5 primary -3.1, PREPL inh 3, LYPLA2 inh -2, GASC-1 inh 11 and core dimer inh -3.
